# High-throughput results deposited in PubChem BioAssay by Broad Institute.
# GSIS activator: GLuc luminescence reporter in INS-1E cells, primary screen for activators of glucose-dependent secretion of insulin | activation, % at 16.6 µM | INS-1E GLuc reporter insulin secretion, 2-3 h | 370,000 tested, 0.61% active;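 active = lowest replicate activation of at least 40%, so every replicate reaches that level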;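 note: 0% = median of neutral control wells and 100% = median of IBMX positive control wells; some compounds called inactive have numbers as strong as hits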
# CFTR F508del cor: F508del CFTR correction, initial screen, CFBE line, single point; CFBE cells, YFP halide quenching; stimulated with forskolin plus potentiator P3; % fluorescence drop versus neutral controls; activity (quench increase), % at 7.58 µM; 350,000 tested, 0.36% active;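 active = mean added fluorescence quench of at least 8% versus neutral control, with both replicates also reaching 8%; inconclusive = only one of the mean or replicate conditions met; inactive = mean below 8% and not both replicates reaching 8%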;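 note: cells transiently co-express mutant CFTR-F508del with the halide-sensitive YFP; corrector assay measuring rescue of mutant channel to the surface after 24 h compound exposure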
# DENV2 CPE rescue: inhibitors of DENV2 cytopathic effect, primary screen, cell-based, plate reader, single concentration; DENV2-infected cells, cytopathic effect rescue; 350,000 tested, 1.7% active; CPE inhibition, % at 9.99 µM; AID 651640, 2012; in the data active = CPE inhibition above about 20%, passing the limit was not always enough; inconclusive = no clear call, values can overlap the other calls; tested in BHK-21 cells;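 note: 0% = median of neutral control wells and 100% = median of positive control wells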
# PAX8 reporter: inhibitors of PAX8-driven TPO luciferase reporter, primary screen, RMG-I cells, single concentration. SteadyGlo, 24 h. inhibition, % at 12.6 µM. 360,000 tested, 1.2% active. AID 652154, 2013;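 active = mean replicate inhibition at least 60% with every replicate also reaching 60%; inconclusive = only one of the two criteria is met; inactive = mean below 60% and not all replicates reaching 60%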;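 note: luciferase light reporting Pax8 driven TPO promoter activity; plate controls were median of neutral control wells for no effect and mitoxantrone controls for full effect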
# EWS-Fli inh: EWS/Fli-driven NR0B1 reporter inhibitors, primary screen, A673 cells, NR0B1 luciferase, luminescence, MLPCN library. viability-normalised. inhibition, % at 12.6 µM. 350,000 tested, 0.67% active;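 active = mean inhibition of at least 50% after viability correction, with every replicate also passing that limit; inconclusive = mean reaches 50% but only one of two replicates passes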;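 note: firefly luciferase signal divided by Alamar Blue viability fluorescence both relative to DMSO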
# FN deposition inh: inhibitors of fibronectin matrix deposition, primary screen, AH1F cells, Alexa488-fibronectin fluorescence, plate reader | AH1F fibroblasts, overnight | inhibition, % at 12.6 µM | 350,000 tested, 0.086% active;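 active = mean inhibition across replicates of 30% or more, regardless of how many single replicates reach that level; inconclusive = mean under 30% yet at least half of replicates reach 30%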;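 note: positive control wells lacked labelled fibronectin entirely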
#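 Material – AH1F fibroblast monolayer, labelled fibronectin deposition · Reagent – labelled fibronectin 24 nM · Timing – 1 h adhesion, overnight exposure · Measured by – fluorescence at 485 nm excitation, 525 nm emission · Read-out – inhibition of fibronectin deposition signal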
# miR-122 sensor: miR-122 Renilla sensor signal increase in Huh7, primary screen, miR-122 inhibitor project, cell-based, single point, plate reader; 340,000 tested, 0.3% active; activation (reporter increase), % at 12.5 µM; Huh7 miR-122 Renilla luciferase sensor, 48 h; neutral wells = 0, positive control = 100;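 active = mean replicate activation score at least 90 and every replicate individually at or above 90; inconclusive = only one of the two criteria met; inactive = neither criterion met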;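 note: higher luciferase means less miR-122 activity so hits act as miR-122 inhibitors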
# An asterisk follows results filed as active; ? = inconclusive; / = not tested or not shown; & = joins results of further samples; [ ] = remark or other dose. Compounds as they come. About 3.9% of those tested had a hit in this group.
SMILES,GSIS activator,CFTR F508del cor,DENV2 CPE rescue,PAX8 reporter,EWS-Fli inh,FN deposition inh,miR-122 sensor
O=C(ONC1=NCCCCC1)c1ccc([N+](=O)[O-])cc1,-1,-0.8,-5,5,9,11,/
Cc1cccc(C)c1NC(=O)CSc1cc(C(=O)c2nccn2C)c2ccccc2n1,-4,/,/,-8,/,-5,/
O=C(C[C@@H]1CC[C@@H](NC(=O)CCN2CCCCC2)[C@H](CO)O1)NCc1ccc(Cl)c(Cl)c1,8,0.1,-1,1,-7,-1,-3[16.7 µM]
O=C(CCCn1c(=S)[nH]c2cc3c(cc2c1=O)OCO3)NCc1ccccc1Cl,9,0.9,-1,7,7,7,5
O=C(OCC(=O)c1ccc[nH]1)c1ccc(F)c(S(=O)(=O)N2CCOCC2)c1,-1,-0.7,2,-4,4,11,/
O=C(NCC[C@@H]1CC[C@H](NC(=O)c2cccnc2)[C@H](CO)O1)Nc1ccc(C(F)(F)F)cc1,-2&-41,-1.5,-5,18,-3,4&-6,/
Nc1c(Cl)c(Cl)nc(C(=O)N/N=C/c2cccnc2)c1Cl,3,-1.2,-2,8,-3,-1,9
Cc1nn(C)cc1S(=O)(=O)NCc1ccc2c(c1)OCO2,9,2.1,1,-12,/,1,-1
OC[C@@H]1CN(CCNc2ccccc2)C[C@H](n2cnc3c(NCc4ccncc4)ncnc32)O1,-13,-2.9,-2,-3,3,1,-12
COc1ccccc1-c1noc(COC(=O)c2ccc(Br)o2)n1,/,-0.9,-5,9,9,-2,-5
CN(C)C(=O)C[C@H]1C[C@@H]2c3cc(NC(=O)Nc4ccc(C(F)(F)F)cc4)ccc3O[C@@H]2[C@H](CO)O1,-7,-0.5,4,/,29,-9,4[16.7 µM]
Cc1ccc(N=Cc2c(O)n(-c3nccs3)c(=O)c3ccccc23)cc1,5,-3.0,-6,-2,-13,8,1
C[C@H]1CCCCO[C@H](CN(C)C(=O)Nc2cccc3ccccc23)[C@@H](C)CN([C@@H](C)CO)C(=O)c2cc(NS(=O)(=O)c3cn(C)cn3)ccc2O1,-1,-0.1,-13,8,8,/,1[16.7 µM]
CC(C)CN(CC(C)C)C(=O)c1cc2c(=O)n3ccccc3nc2s1,36,-1.5,-7,7,14,8,/
COc1cc(OC)cc(C(=O)N[C@H](C(=O)OCC(=O)NC(=O)c2cccn2C)C(C)C)c1,4,-4.8,3,-1,-3,-1,/
COCC(=O)Nc1ccc2c(c1)OC[C@H](C)N(C(=O)C1CCCC1)C[C@@H](C)[C@@H](OC)CN(C)C2=O,-6,4.6,/,8,-1,4,1[16.7 µM]
NNC(=O)c1cc(Br)cs1,2,/,/,2,/,-3,/
N/C(=N\OC(=O)c1cc(-c2ccccc2)nc2ccccc12)c1ccncc1,20,-2.2,2,/,-4,/,-3
Cc1cccc(NC(=O)CSCC(=O)Nc2cc(S(=O)(=O)N3CCOCC3)ccc2OC(C)C)c1,-4,-0.4,-3,1,0,7,39
CSc1ccc(/C=N/n2c(Cc3ccc(Br)cc3)n[nH]c2=S)cc1,-1,-2.0,-1,-3,-12,-1,/
Cc1nc(Nc2ccccc2)sc1C,-2,2.1,8,-5,-9,0,2
CC1(C)NC(C)(C)c2nonc2/C1=N\O,/,/,/,0,/,-3,-5
O=C(CSc1nnc(-c2ccncc2)s1)Nc1ccccc1,1,0.2,0,-6,-18,0,-3
Cc1occc1C(=O)NNC1=CC(=O)CC(C)(C)C1,13,/,/,11,/,-6,0
COc1ccc(CNC(=O)C(CC(C)C)NC(=O)c2ccccc2C)cc1 (centres undefined),-3,2.4,?,4,3,-5,/

# Remaining list, next part
SMILES,GSIS activator,CFTR F508del cor,DENV2 CPE rescue,PAX8 reporter,EWS-Fli inh,FN deposition inh,miR-122 sensor
CC1Cc2cc(/C(O)=C3/C(=O)C(=O)N(Cc4ccncc4)C3c3ccc(N(C)C)cc3)ccc2O1 (centres undefined),11,-0.7,17,4,/,-1,/
COc1cc(OC)cc(C(=O)Nc2ccc(S(=O)(=O)N3CCOCC3)cc2)c1,-1,1.6,5,-4,-2,-16,9
Cc1ccc(S(=O)(=O)N(C)C[C@@H]2Oc3cc(C#CC4CCCC4)ccc3S(=O)(=O)N([C@H](C)CO)C[C@@H]2C)cc1,0,3.2,1,/,19,-4,1[16.7 µM]
CCCN1Cc2cccc(C(=O)NCc3cccs3)c2C1=O,/,/,/,-8,/,-1,-7
CCC(=O)c1cn(CC(=O)NCC2CCCO2)c2ccccc12 (centres undefined),/,/,/,-1,/,-1,-12
C[C@@H]1CN([C@H](C)CO)C(=O)c2cc(C3=CCCC3)cnc2O[C@@H]1CN(C)S(=O)(=O)c1cn(C)cn1,12,-2.3,-4,19,-39,-5,9[16.7 µM]
COc1cccc(-c2ccc3c(c2)O[C@H](CN(C)Cc2ccncc2)[C@@H](C)CN([C@H](C)CO)S3(=O)=O)c1,-33,0.3,-4,28,5,6,34[16.7 µM]
CC(=O)OCC1OC(n2c3c(cc(C#N)c2=S)CCCC3)C(OC(C)=O)C(OC(C)=O)C1OC(C)=O (centres undefined),-2,4.8,12,6,0,2,-2
COc1ccccc1CNC(=O)C[C@H]1CC[C@H]2[C@@H](COC[C@H](O)CN2C(=O)Nc2ccc(C(F)(F)F)cc2)O1,-43,1.0,-19,?,10,-9,-5[16.7 µM]
O=c1oc2cc(Br)ccc2n1Cc1ccccc1,/,/,-2,20,3,6,8
CO[C@H]1CN(C)C(=O)c2ccc(NC(=O)c3ccccc3)cc2OC[C@H](C)N(C(=O)C2CC2)C[C@@H]1C,3,1.7,16,/,-1,10,/
CC(C)NC(=O)N(C)C[C@@H]1OCCCC[C@@H](C)Oc2ccc(NC(=O)Cc3ccccc3)cc2C(=O)N([C@H](C)CO)C[C@H]1C,-16,1.7,-4,20,/,-2,-13[16.7 µM]
O=C(O)CC(c1ccc(C(F)(F)F)cc1)N1Cc2ccccc2C1=O (centres undefined),24,3.2,5,-11,6,-1,/
Cc1noc(C)c1NC(=O)N(C)C[C@@H]1Oc2c(NC(=O)c3ccc(-c4nccs4)cc3)cccc2C(=O)N([C@@H](C)CO)C[C@@H]1C,4,-2.4,-5,/,0,-5,-4[16.7 µM]
COc1ccc(NC(=O)Nc2ccc3c(c2)CC(=O)N([C@@H](C)CO)C[C@H](C)[C@@H](CN(C)Cc2ccccc2)O3)cc1,1,2.3,-7,0,16,/,-3[16.7 µM]
CCN(CC)c1ccc(C(=C2C=CC(=[N+](CC)CC)C=C2)c2ccccc2)cc1,14,-9.5,-1,113*,40,38*,/
COc1ccc(CC(=O)OCC(=O)Nc2ccc(Cl)cc2C)cc1,/,2.0,10,/,0,1,-10
CC(C)[C@H](N)C(=O)NC[C@H]1CC[C@H](C(=O)N[C@@H](Cc2ccccc2)C(=O)O)CC1,-6,0.6,2,5,-10,0,-10
CC1(C)c2[nH]c3ccccc3c2C[C@@H]2C(=O)N(Cc3ccccc3)C(=O)N21,-7,-3.0,1,5,2,-1,-3
O=C(CN1CCOCC1)N1CCCCN2[C@H](C1)[C@H](c1ccc(Br)cc1)[C@@H]2CO,6,0.3,/,9,-7,-6,-1[16.7 µM]
CO[C@@H]1CN(C)C(=O)c2ccc(NC(=O)c3ccc4c(c3)OCO4)cc2OC[C@@H](C)N(CC2CC2)C[C@@H]1C,9,-1.3,8,-7,-2,11,/
CC(C)(C)C(=O)C1=C(O)C(=O)N(Cc2ccccc2)C1c1ccccc1F (centres undefined),-7,0.4,?,-8,0,-3,239*
COC(CNC(=O)C1CC(=O)N(CCc2ccc(C)cc2)C1)OC (centres undefined),2,-0.9,4,-8,4,-5,-7
CN1[C@@H]2c3ccc(-c4cccnc4)c(=O)n3C[C@@H]2[C@@H](CO)[C@@H]1C(=O)NCC1CCCCC1,1,/,0,/,-6,/,/
COc1ccc(OC)c(NC(=O)c2cccnc2)c1,/,/,1,18,-3,5,-6

# Reprinted at random: four entries already listed, in no set order.
SMILES,GSIS activator,CFTR F508del cor,DENV2 CPE rescue,PAX8 reporter,EWS-Fli inh,FN deposition inh,miR-122 sensor
CC(=O)OCC1OC(n2c3c(cc(C#N)c2=S)CCCC3)C(OC(C)=O)C(OC(C)=O)C1OC(C)=O (centres undefined),-2,4.8,12,6,0,2,-2
CCCN1Cc2cccc(C(=O)NCc3cccs3)c2C1=O,/,/,/,-8,/,-1,-7
COc1ccccc1CNC(=O)C[C@H]1CC[C@H]2[C@@H](COC[C@H](O)CN2C(=O)Nc2ccc(C(F)(F)F)cc2)O1,-43,1.0,-19,?,10,-9,-5[16.7 µM]
COc1ccc(CC(=O)OCC(=O)Nc2ccc(Cl)cc2C)cc1,/,2.0,10,/,0,1,-10

# Next section:
SMILES,GSIS activator,CFTR F508del cor,DENV2 CPE rescue,PAX8 reporter,EWS-Fli inh,FN deposition inh,miR-122 sensor
CCCn1c(CN2CCN(C(=O)c3ccco3)CC2)nc2cc(S(=O)(=O)N(C)C)ccc21,9,2.8,-7,-5,7,0,2
O=C(CN1C(=O)NC2(CCCCC2)C1=O)Nc1ccc(N2CCCCC2)cc1,/,-1.2,9,/,-2,-4,/
CC1CCCCC1NC(=O)C1CCN(S(=O)(=O)c2ccc(-n3cnnn3)cc2)CC1 (centres undefined),9,/,/,/,/,-2,1
O=C(COC(=O)c1cnccn1)Nc1ncc(C(F)(F)F)cc1Cl,1,-0.9,13,6,-8,0,-2
CC(C)(C)c1ccc(S(=O)(=O)NC(=O)C2(C)CCN2C(=O)c2cccc3ccccc23)cc1 (centres undefined),-12,1.6,-5,-26,4,14,/
O=C(NCCN1CCCC1)[C@H]1N[C@H]2c3ccc(C4=CCCCC4)c(=O)n3C[C@H]2[C@@H]1CO,15,-1.9,-5,-2,0,/,3[16.7 µM]
Cc1c(Br)c([N+](=O)[O-])nn1CC(=O)N1CCN(Cc2ccccc2)CC1,-3,-1.8,9,-32,-1,-1,/
CC=Cc1ccc2n(c1=O)C[C@H]1[C@H](CO)[C@@H](C(=O)N3CCc4ccccc4C3)N(C(=O)C3CCC3)[C@@H]21 (mixture of isomers),-8,0.1,62*,/,-5,/,5[16.7 µM]
CC(=O)/C(C(=N)N1CCN(c2cccc(Cl)c2)CC1)=C(\C)O,-12,2.7,-2,/,8,/,5
Nc1ccccc1N1C(=O)c2cccc3cccc(c23)C1=O,-1,2.6,0,38,-43,-5,-1
COc1ccccc1-c1ccc([C@H]2[C@H](CO)N3CCCCN(C(=O)CN4CCOCC4)C[C@@H]23)cc1,-6,3.3,-5,3,1,/,4[16.7 µM]
CCn1c(C)nc2cc(C(=O)OC)ccc21,-5,-2.8,-10,-53,-26,3,/
NS(=O)(=O)c1ccc(S(=O)(=O)NCCc2ccccc2)cc1,/,/,/,7,/,0,39
C[C@H](CO)N1C[C@H](C)[C@@H](CN(C)C(=O)Nc2cccc(Cl)c2Cl)OCc2ccccc2-c2c(n(C)c3ccccc23)C1=O,-12,0.7,-7,7,6,-3,/
COC(=O)C1=CN(c2cccc(OCc3ccccc3)c2)C(N)=C(C#N)C1c1ccccc1 (centres undefined),-9,0.4,-1,15,15,6,/
O=C(COc1ccc(Cl)cc1)NCc1nnc2c3ccccc3c(-c3ccccc3)nn12,-10,/,/,6,/,11,1
COc1ccc(CNC(=O)NCCc2c[nH]c3ccccc23)cc1,-6,-0.5,6,3,8,-3,-31
CC1(C(=O)Nc2cccc3cccnc23)CCN1Cc1csc2ccccc12 (centres undefined),/,1.2,12,-3,0,-11,-2
Cc1nsc(N)c1C(=O)O,49,-1.0,-2,6,-1,-1,-5
Cc1cc(=O)oc2cc(OCC(=O)NC3CCCC3)ccc12,/,-1.9,-9,/,-4,/,-3
